Assay outcomes deposited in PubChem BioAssay by National Center for Advancing Translational Sciences (NCATS).
KDM5B inhibitor: Primary screen for KDM5B Histone Demethylases FDH-coupled qHTS | KDM5B demethylase, FDH-coupled NADH fluorescence (FDH is formaldehyde dehydrogenase) | Potency, µM (top dose mostly 57.7 µM), inactives show at the top dose activity change, negative = inhibition, most hits filed as inhibitors | actives 2.6% (n = 220,000); active means well fitted inhibition curve with a large enough effect; inconclusive means small, poorly fitted or top-dose-only effect; inactive means no such curve, though single readings can be large or run the other way; further: 0% is about no effect; nearly all actives have a fitted effect of over 70% in size
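Compound dilutions met 200 nM (final) KDM5BΔAP for 10 min at room temperature before substrate addition. The substrate mix held 12.5 µM H3K4me3 with cofactors 25 µM α-ketoglutarate and 50 µM Fe²⁺. NADH signal gain over 30 min defined activity.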
Numbers without * were called inactive; ? = inconclusive; [ ] = remark or other dose. Potency means the concentration at half of the fitted maximal effect. This is a subset, so the mix of outcomes need not match the whole.

SMILES	KDM5B inhibitor
CC(=O)c1ccc(NC(=O)OC[C@H]2C[C@@H]3CCN2C[C@@H]3c2cc(C3CCCC3)nc(-c3ccncc3)n2)cc1	4%
O=S(=O)(NC[C@H]1C[C@@H]2CCN1C[C@@H]2CN1CCN(c2ccccn2)CC1)c1cccs1	4%
CC(C)n1nc(C(=O)NCC2(N3CCOCC3)CCCCC2)c2ccccc2c1=O	10%
COc1cc2c(cc1OCC1CC1)NC(=O)C21CCN(c2ccnc(C)n2)CC1	-25%[86.2 µM]
O=C(c1ccccc1)N1C[C@@H](c2ccc3c(c2)OCO3)[C@@H]2[C@H]1C1CCN2CC1	4%
CC(C)NC(=O)[C@H]1CN2CC[C@H]1C[C@@H]2Cn1cc(-c2ccccn2)nn1	-23%[86.2 µM]
CN(C)CC#CCC(O)(c1ccccc1)C1CCCC1 (centres undefined)	10%
CCNC(=O)NC[C@H]1C[C@@H]2CCN1C[C@@H]2c1cc(-c2ccccc2)nn1C	6%[86.2 µM]
CC1=NOC2(CCN(Cc3cc(C)on3)C2)C1 (centres undefined)	-7%[86.2 µM]
C=CCNC(=O)c1c(N)n(Cc2ccccc2)c2nc3ccccc3nc12	?
COc1cc2c(cc1OC1CCCC1)NC(=O)C21CCN(Cc2cccnc2)CC1	4%[86.2 µM]
COc1ccc(CCC(=O)N2[C@H]3CC[C@@H]2c2cnc(C)nc2C3)cc1	?
O=C(CCc1nc(C2=CCN(Cc3cccc(Cl)c3)CC2)no1)Nc1ccccc1F	?
CN1C(=O)NC(=O)/C(=C/c2ccc([N+](=O)[O-])s2)C1=O	?
COc1ccc(C(=O)NC[C@H]2C[C@@H]3CCN2C[C@@H]3c2cc(-c3cccs3)nn2C)cc1	15%
COc1cc2c(cc1CCc1ccccc1)N(C(=O)c1ccn(C)n1)CC21CCN(C(C)=O)CC1	6%
CC[C@H]1CN2CC[C@H]1C[C@@H]2CNCc1cccc(C#N)c1	35%[115 µM]
Cc1ncc2c(n1)C[C@@H]1CC[C@H]2N1C(=O)NCc1ccccc1	-24%
Cn1nc(-c2ccccc2)cc1[C@H]1CN2CC[C@H]1C[C@@H]2CNC(=O)Nc1cccc(C#N)c1	36%
O=C(Nc1ccc2n(c1=O)C[C@H]1C[C@@H]2CN(C(=O)c2ccccn2)C1)c1ccc(F)cc1	-9%[86.2 µM]
C=C[C@H]1CN2CC[C@H]1C[C@@H]2CNCc1ccc(C(C)C)cc1	14%[86.2 µM]
COc1ccc(OC)c(NC(=O)CN2C(=O)CN=C(c3ccccc3Cl)c3cc(Cl)ccc32)c1	-18%
Cc1nc(-c2cccs2)cc([C@H]2CN3CC[C@H]2C[C@@H]3CNC(=O)c2ccco2)n1	?
CCOc1ccccc1-n1c(O)c(C=NCCCn2ccnc2)c(=O)[nH]c1=O	12%

Reprinted at random: 2 records from the list
SMILES	KDM5B inhibitor
CC(=O)c1ccc(NC(=O)OC[C@H]2C[C@@H]3CCN2C[C@@H]3c2cc(C3CCCC3)nc(-c3ccncc3)n2)cc1	4%
O=C(CCc1nc(C2=CCN(Cc3cccc(Cl)c3)CC2)no1)Nc1ccccc1F	?

Part of the list above, reformatted:
> CC[C@H]1CN2CC[C@H]1C[C@@H]2CNCc1cccc(C#N)c1
  KDM5B inhibitor = 35%[115 µM]
> Cc1ncc2c(n1)C[C@@H]1CC[C@H]2N1C(=O)NCc1ccccc1
  KDM5B inhibitor = -24%
> Cn1nc(-c2ccccc2)cc1[C@H]1CN2CC[C@H]1C[C@@H]2CNC(=O)Nc1cccc(C#N)c1
  KDM5B inhibitor = 36%
> O=C(Nc1ccc2n(c1=O)C[C@H]1C[C@@H]2CN(C(=O)c2ccccn2)C1)c1ccc(F)cc1
  KDM5B inhibitor = -9%[86.2 µM]

(cont.)
SMILES	KDM5B inhibitor
O=C(Nc1ccccc1)N1C[C@@H]2C[C@H](C1)c1c(-c3cncnc3)ccc(=O)n1C2	-9%[86.2 µM]
CN(C)Cc1cn(C[C@H]2C[C@@H]3CCN2C[C@@H]3C(=O)Nc2ccccc2)nn1	-7%[86.2 µM]
CCCS(=O)(=O)Nc1ccc2n(c1=O)C[C@H]1C[C@@H]2CN(Cc2cn(C)c3ccccc23)C1	?
Cc1noc(C(C)N2CCN(C(=O)Cc3ccccc3Cl)CC2)n1 (centres undefined)	10%
CC(=O)N1CCCC2(CC(c3cccnc3)=NO2)C1 (centres undefined)	19%[149 µM]
Clc1cc(CNC2CN3CCC2CC3)cc(Cl)c1OCc1ccccc1 (centres undefined)	-16%
CNCc1cn(C[C@H]2CC3CCN2C[C@@H]3C(=O)NC2CC2)nn1 (some centres undefined)	12%[86.2 µM]
CC(C)c1ccc(OCC(=O)N2CCN(CCc3ccccn3)CC2)cc1	-25%
NC1CCCN(Cc2cccnc2)C1 (centres undefined)	17%
O=C1NCc2ccccc2CC12CCCCN2Cc1ccncc1 (centres undefined)	-15%[149 µM]
Nc1cncc(-c2ccc(CN3CCCC3)cn2)c1	?
COc1ccc(-c2cc([C@H]3CN4CC[C@H]3C[C@@H]4CNC(=O)COc3ccccc3)n(C)n2)cc1	5%
COc1ccccc1CNC(=O)[C@H]1CN2CC[C@H]1C[C@@H]2Cn1cc(CCO)nn1	-23%[86.2 µM]
COCCN1C[C@@H]2CN(C(=O)c3cnc[nH]c3=O)C[C@]2(C(=O)O)C1	-5%
COCC1CN(C)CC12CCN(C(=O)c1cncc(C)c1)CC2 (centres undefined)	?
C#C[C@H]1CN2CC[C@H]1C[C@@H]2CNS(=O)(=O)c1ccc2ccccc2c1	26%[86.2 µM]
O=[S+]1([O-])NCC2(CCN(CC3CCOCC3)C2)Oc2ncccc21 (centres undefined)	-11%[115 µM]
O=C(NC[C@H]1C[C@@H]2CCN1C[C@@H]2CN1CCN(c2ccc(F)cc2)CC1)c1ccco1	-13%[86.2 µM]
Cc1ncc2c(n1)C[C@@H]1CC[C@H]2N1C(=O)c1ccsc1	-1%
CCc1cnc(N2CCC3(CC2)C(=O)Nc2cc(OCC4CC4)c(OC)cc23)nc1	?
O=C1CN=C(c2ccc[nH]2)c2cc(Cl)ccc2N1	26%
CC1=NOC2(CCN(Cc3cccnc3)C2)C1 (centres undefined)	-29%[86.2 µM]
Cc1cc(/C=C2/C(=O)NC(=O)N(c3ccc(Br)cc3)C2=O)c(C)n1C	-5%
CS(=O)(=O)NC[C@H]1C[C@@H]2CCN1C[C@@H]2CN1C[C@@H]2C[C@H](C1)c1cccc(=O)n1C2	4%[86.2 µM]

Among those listed so far, these have a Cl atom:
SMILES	KDM5B inhibitor
O=C(CCc1nc(C2=CCN(Cc3cccc(Cl)c3)CC2)no1)Nc1ccccc1F	?
COc1ccc(OC)c(NC(=O)CN2C(=O)CN=C(c3ccccc3Cl)c3cc(Cl)ccc32)c1	-18%
Cc1noc(C(C)N2CCN(C(=O)Cc3ccccc3Cl)CC2)n1 (centres undefined)	10%
Clc1cc(CNC2CN3CCC2CC3)cc(Cl)c1OCc1ccccc1 (centres undefined)	-16%
O=C1CN=C(c2ccc[nH]2)c2cc(Cl)ccc2N1	26%

(listing goes on)
SMILES	KDM5B inhibitor
Cn1cc(CN2CCN(C(=O)COc3ccccc3)CC2)ccc1=O	-23%
CCC(=O)OC1(c2ccccc2)CCN(C)CC1C (centres undefined)	13%
Cc1nc(-c2cccs2)cc([C@H]2CN3CC[C@H]2C[C@@H]3CNC(=O)c2ccc(C(F)(F)F)cc2)n1	-27%
CCCNC(=O)C(C)N1CC=C(c2c[nH]c3ccccc23)CC1 (centres undefined)	?
COc1cc2c(cc1Oc1ccccc1)NC(=O)C21CCN(C(=O)c2scnc2C)CC1	15%
CCOc1ccc(CN(CCc2ccc3c(c2)OCO3)Cc2ccc(OC)c(Br)c2)cc1	?
CC(C)CN1C[C@@H]2OCC(=O)N(CC(N)=O)[C@@H]2C1	-5%[115 µM]
O=C(Cc1ccccc1Cl)N1CCN(C2CCN(CCc3ccccc3)C2=O)CC1 (centres undefined)	-5%
COc1ccc([C@H]2C[C@@H](O)[C@@H](O)[C@@H]2NCC(C)C)cc1	3%[115 µM]
COc1cc2c(cc1Oc1ccccc1)NC(=O)C21CCN(C(=O)C2CCN(C)CC2)CC1	20%
CN1CC2(Cc3c1ccc1ccccc31)C(=O)NC(=O)N(CCc1ccccc1)C2=O (centres undefined)	?
CC(C)C1c2cccn2-c2ccccc2CN1C(=O)Nc1ccccc1F (centres undefined)	-3%
COC(=O)c1ccc(CBr)cc1	13%
Cc1oc2cc(OCC(=O)N3CCN(CCO)CC3)ccc2c(=O)c1Oc1ccccc1	7%
Cc1c(N=Cc2c(O)n(C)c(=O)[nH]c2=O)c(=O)n(-c2ccccc2)n1C	0%
Cc1[nH]cnc1-c1nccn1CCc1c[nH]c(=O)[nH]c1=O	-1%
COc1cc2c(cc1OCc1ccncc1)NC(=O)C21CCN(c2nc(C)cc(C)n2)CC1	-24%
Cc1ccc(NC(=O)N2[C@H]3CC[C@@H]2c2cncnc2C3)cc1F	2%
O=C(NC[C@H]1C[C@@H]2CCN1C[C@@H]2CN1CCCCC1)Nc1ccsc1	5%[86.2 µM]
O=C(O)[C@]12CN(Cc3ccncc3)C[C@H]1CN(C1CCOCC1)C2	?
COc1ccc(NC(=O)N2[C@H]3CC[C@@H]2c2cnc(-c4ccc(F)cc4)nc2C3)c(OC)c1	-11%
CN(C)C(CSS(=O)(=O)c1ccccc1)CSS(=O)(=O)c1ccccc1	?
N/C(=N\[N+](=O)[O-])N1CCN(C(=O)Oc2ccccc2)CC1	31%
O=C(NC1CCCCC1)[C@H]1CN2CCC1C[C@@H]2Cn1cc(CSc2ccccc2)nn1 (some centres undefined)	9%
CCCc1c(C)nc(SCC(=O)C(C)(C)C)nc1OC(=O)N(C)C	22%
CC(=O)N1C[C@@H]2C[C@H](C1)c1ccc(NC(=O)Nc3cccc(C#N)c3)c(=O)n1C2	?
Cc1cccc(-n2nc(C)c3c2NC(=O)CSC3c2ccccc2Cl)c1 (centres undefined)	-45%
N#CC(C#N)=NNc1ccc(-n2ccc(C(F)(F)F)n2)cc1	?
COC1C(=O)N(CC2CC2)C12CCNCC2 (centres undefined)	?
Cc1ccc(OCC(=O)N2CCN(Cc3ccc(F)cc3)CC2)cc1	?
COc1ccc(N2C(=O)NC(=O)C3(Cc4cc(C)ccc4N(C)C3)C2=O)cc1 (centres undefined)	-10%
O=C1C2CCCCC1CN(Cc1ccccc1)C2	17%
O=C1Nc2ccc(Br)cc2C(c2ccc(Cl)cc2)=NC1O (centres undefined)	17%
Cn1cc(-c2cnc3[nH]cc(CC(=O)N4CCN(Cc5ccccc5)CC4)c3c2)cn1	28µM*
O=C1Nc2ccccc2CC12CCCN(Cc1cccnc1)C2 (centres undefined)	5%[149 µM]
O=C1OCC2(CCN(Cc3ccn[nH]3)C2)N1c1ccncc1 (centres undefined)	28%[86.2 µM]
CCCSc1nc2ccccc2c(=O)n1-c1ccccc1OC	-27%
COCCNC(=O)[C@H]1CN2CCC1C[C@@H]2Cn1cc(COC)nn1 (some centres undefined)	-14%[86.2 µM]
CCOc1ccc(CNCCc2c[nH]c3ccccc23)cc1	7%
O=C(O)C1=NOC2CN(CC3CCCCC3)CC12 (centres undefined)	-21%[149 µM]
CCC(CC)c1cc([C@H]2CN3CC[C@H]2C[C@@H]3CNC(C)=O)nc(-c2ccncc2)n1	?
N#Cc1cccc(NC(=O)NC[C@H]2C[C@@H]3CCN2C[C@@H]3CN2CCCCC2)c1	-8%[86.2 µM]
O=C(c1ccccn1)N1C[C@@H]2C[C@H](C1)c1ccc(NS(=O)(=O)c3cccs3)c(=O)n1C2	?
CCOc1cc(C2NCc3ccccc3-n3cccc32)ccc1OC (centres undefined)	5%
O=C1NCCCCCN[C@H]2CCCC[C@@H]12	20%
O=C(CCc1nc2ccccc2s1)N1[C@H]2CC[C@@H]1c1cnc(-c3ccc(F)cc3)nc1C2	3%
CCNC(=O)NC[C@H]1C[C@@H]2CCN1C[C@@H]2c1cc(-c2ccc(N(C)C)cc2)nc(C)n1	?
Nc1ccc(Br)cc1C(=O)c1ccc(Cl)cc1	-25%
NCCc1ccc(OC(F)F)cc1	17%
N#Cc1cccc(NC(=O)NC[C@H]2C[C@@H]3CCN2C[C@@H]3CN2CCN(c3ncccn3)CC2)c1	-17%
COc1ccc(CN2CCN(C(=O)COc3ccc4ccccc4c3)CC2)cc1OC	?
COc1ccc(NC(=O)NC[C@H]2C[C@@H]3CCN2C[C@@H]3c2cc(-c3ccccc3Br)nc(C)n2)cc1	?
O=P(C(Cl)Cl)(N1CCOCC1)N1CCOCC1	-1%
O=C1CN=C(c2ccc(Cl)cc2)c2oc3ccccc3c2N1	-2%
N#Cc1cc2c(nc1SCC(=O)Nc1ccc(OC(F)(F)F)cc1)C1CCN2CC1	-21%
O=C1NCCCCCCN[C@H]2CCCC[C@@H]12	-18%
N#Cc1ccc(NC(=O)COC(=O)c2nc(-c3ccccc3)n(-c3ccccc3)n2)cc1Cl	-1%
CC(=O)N1C2CCC1CN(C(C)C)C2	-10%[230 µM]
CNCc1cn(C[C@H]2CC3CCN2C[C@@H]3C(=O)NCc2ccc(F)cc2)nn1 (some centres undefined)	-22%[86.2 µM]
CN1CCN(C(=O)Cc2c[nH]c3ncc(-c4ccc(Cl)cc4)cc23)CC1	32µM*
COc1ccccc1CNC(=O)[C@H]1CN2CCC1C[C@@H]2Cn1cc(CN(C)Cc2ccccc2)nn1 (some centres undefined)	-14%
